NSD2 inh = blocks human NSD2 histone methyltransferase activity. O96028. NSD2-SET H3K36me1 DELFIA fluorescence, biochemical. inhibition, % at 12.5 µM. hit rate 0.07% among 44,000. AID 624260; in the data active = inhibition above about 54%, passing the limit was not always enough; inconclusive = no clear call, values can overlap the other calls;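 note: inhibitors reduce the monomethyl H3K36 fluorescence signal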
Target sequence (O96028 whole entry, looked up): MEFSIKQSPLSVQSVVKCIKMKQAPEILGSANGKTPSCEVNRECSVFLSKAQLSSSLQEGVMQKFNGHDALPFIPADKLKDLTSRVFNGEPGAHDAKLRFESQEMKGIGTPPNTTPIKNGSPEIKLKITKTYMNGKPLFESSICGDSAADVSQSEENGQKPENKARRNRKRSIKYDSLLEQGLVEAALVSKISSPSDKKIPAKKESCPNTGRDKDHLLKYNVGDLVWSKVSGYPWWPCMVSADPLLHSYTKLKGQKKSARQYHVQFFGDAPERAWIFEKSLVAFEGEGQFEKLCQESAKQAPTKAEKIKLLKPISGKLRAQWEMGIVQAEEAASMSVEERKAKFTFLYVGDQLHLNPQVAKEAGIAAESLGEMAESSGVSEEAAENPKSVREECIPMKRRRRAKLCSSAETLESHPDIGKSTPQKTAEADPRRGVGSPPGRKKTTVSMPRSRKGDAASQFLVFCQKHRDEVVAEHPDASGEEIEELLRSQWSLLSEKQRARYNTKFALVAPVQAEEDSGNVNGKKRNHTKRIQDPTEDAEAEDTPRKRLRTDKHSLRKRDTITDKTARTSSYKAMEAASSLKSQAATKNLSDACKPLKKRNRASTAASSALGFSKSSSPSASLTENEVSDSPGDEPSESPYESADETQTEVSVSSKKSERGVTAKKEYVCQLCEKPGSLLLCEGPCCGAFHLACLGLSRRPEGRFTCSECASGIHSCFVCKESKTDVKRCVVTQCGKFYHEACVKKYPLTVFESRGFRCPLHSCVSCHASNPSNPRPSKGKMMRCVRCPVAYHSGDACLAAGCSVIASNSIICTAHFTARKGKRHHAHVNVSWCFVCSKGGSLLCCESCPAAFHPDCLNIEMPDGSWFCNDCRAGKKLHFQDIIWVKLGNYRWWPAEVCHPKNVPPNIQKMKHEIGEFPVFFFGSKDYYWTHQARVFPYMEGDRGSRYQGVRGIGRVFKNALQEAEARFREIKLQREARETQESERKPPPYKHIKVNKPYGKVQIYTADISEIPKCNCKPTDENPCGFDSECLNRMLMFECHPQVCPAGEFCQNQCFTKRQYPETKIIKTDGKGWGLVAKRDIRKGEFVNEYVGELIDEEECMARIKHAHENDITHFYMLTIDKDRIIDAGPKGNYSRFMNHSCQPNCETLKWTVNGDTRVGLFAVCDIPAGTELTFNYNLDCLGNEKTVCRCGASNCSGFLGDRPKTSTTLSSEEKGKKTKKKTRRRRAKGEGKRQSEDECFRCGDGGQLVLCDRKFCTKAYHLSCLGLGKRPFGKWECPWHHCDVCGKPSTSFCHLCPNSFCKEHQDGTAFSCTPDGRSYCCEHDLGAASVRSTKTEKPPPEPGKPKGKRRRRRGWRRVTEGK
* = called active by the depositor; ? = inconclusive. An excerpt. The share of hits here may be higher or lower than overall.

NSD2 inh | SMILES
-5.0 | CC(C)CC#Cc1cnc2c(c1)C(=O)N([C@@H](C)CO)C[C@H](C)[C@@H](CN(C)Cc1ccccc1F)O2
0.8 | CC[C@H](C)C(=O)O[C@H]1C[C@H](O)C=C2C=C[C@H](C)[C@H](CC[C@@H](O)C[C@@H](O)CC(=O)O)[C@H]21
1.1 | COc1ccc(NC(=O)N(C)C[C@@H]2OCCCC[C@H](C)Oc3ccc(NS(=O)(=O)c4ccc(OC)cc4)cc3C(=O)N([C@H](C)CO)C[C@H]2C)cc1
1.2 | C[C@@H]1CN([C@@H](C)CO)C(=O)Cc2cc(NC(=O)Nc3ccc(F)cc3)ccc2O[C@H]1CN(C)C(=O)Nc1ccc2c(c1)OCO2
4.9 | O=C(C[C@H]1CC[C@H](NC(=O)NC2CCCCC2)[C@@H](CO)O1)NCc1ccccc1
3.4 | O=C(CCCCCCC(=O)Nc1ccccc1O)N/N=C/c1cccs1
7.3 | Cc1cc(C(=O)Nc2cccc3c2O[C@H](CN(C)S(=O)(=O)c2ccccc2)[C@H](C)CN([C@@H](C)CO)C3=O)n(C)n1
-5.4 | Cc1ccc(S(=O)(=O)Nc2cccc3c2O[C@H](CN(C)Cc2ccc(C(=O)Nc4ccccc4N)cc2)[C@@H](C)CN([C@@H](C)CO)C3=O)cc1
-9.1 | CN(C)C=Nc1ccc(Oc2cncc(Cl)c2)nc1
2.1 | COc1ccc(C#Cc2ccc3c(c2)[C@]2(C(=O)N3)[C@H](C(=O)N3CCc4cc(OC)c(OC)cc4C3)[C@H]3C(=O)O[C@H](c4ccccc4)[C@H](c4ccccc4)N3[C@@H]2c2ccc(OCCO)cc2)cc1
-1.5 | CCCC#Cc1cnc2c(c1)C(=O)N([C@H](C)CO)C[C@@H](C)[C@@H](CN(C)C(=O)Nc1c(C)noc1C)O2
-2.0 | C[C@@H]1CN([C@H](C)CO)C(=O)c2cc(NC(=O)Nc3ccc(F)cc3)ccc2O[C@@H]1CN(C)S(=O)(=O)c1ccccc1

(list continues)
NSD2 inh | SMILES
1.2 | CNC[C@@H]1Oc2ccc(NS(=O)(=O)c3c(C)noc3C)cc2C(=O)N([C@@H](C)CO)C[C@@H]1C
19.7 | CNC[C@H]1Oc2ccc(NC(=O)Cc3ccccc3)cc2C(=O)N([C@H](C)CO)C[C@@H]1C
-0.9 | CC(C)CNC(=O)[C@@H]1c2ccccc2C(=O)N(CC23CC4CC(CC(C4)C2)C3)[C@H]1c1ccc(CO)cc1
-0.6 | CCCNC(=O)N[C@@H]1C=C[C@H](CC(=O)N2CCN(C)CC2)O[C@H]1CO
-5.2 | Cc1noc(C)c1NC(=O)Nc1cccc2c1O[C@@H](CN(C)C(=O)Nc1ccc(C(F)(F)F)cc1)[C@@H](C)CN([C@@H](C)CO)C2=O
1.6 | C[C@@H]1CN([C@H](C)CO)C(=O)c2cccc(NS(=O)(=O)c3ccc(Cl)cc3)c2O[C@H]1CN(C)C(=O)Nc1cccc2ccccc12
3.1 | C[C@H]1CN([C@@H](C)CO)C(=O)c2cccc(NC(=O)c3ccncc3)c2O[C@H]1CN(C)CC1CCCCC1
1.3 | C[C@H]1CN([C@@H](C)CO)C(=O)c2cccc(NC(=O)C3CC3)c2O[C@H]1CN(C)CC1CC1
-0.9 | CC(C)C#Cc1cnc2c(c1)C(=O)N([C@@H](C)CO)C[C@H](C)[C@@H](CN(C)C(=O)c1cccc(F)c1)O2
-3.7 | C[C@H](CO)N1C[C@H](C)[C@H](CN(C)C(=O)Nc2ccc3c(c2)OCO3)Oc2ccc(NC(=O)Nc3ccccc3)cc2CC1=O
7.4 | COc1cccc(C#Cc2cnc3c(c2)C(=O)N([C@@H](C)CO)C[C@H](C)[C@@H](CN(C)C(=O)C2CCOCC2)O3)c1
-177.4 | C[C@H](CO)N1C[C@H](C)[C@@H](CN(C)C(=O)Nc2ccccc2)OCCCC[C@H](C)Oc2ccc(NC(=O)Cc3ccccc3)cc2C1=O

(further entries)
NSD2 inh | SMILES
-0.5 | COc1ccc(NC(=O)Nc2ccc3c(c2)C(=O)N([C@@H](C)CO)C[C@@H](C)[C@H](CN(C)Cc2ccncc2)O3)cc1
10.9 | Cc1ccc(S(=O)(=O)N(C)C[C@@H]2Oc3cc(C#Cc4ccncc4)ccc3S(=O)(=O)N([C@@H](C)CO)C[C@H]2C)cc1
1.3 | C[C@@H]1CN([C@H](C)CO)C(=O)c2cc(C#CCN(C)C)cnc2O[C@H]1CN(C)C
2.3 | C[C@H](CO)N1C[C@H](C)[C@H](CN(C)C(=O)CN(C)C)Oc2cc(-c3cccnc3)ccc2S1(=O)=O
-4.8 | O=C(Nc1ccccc1)N[C@H]1C[C@H](C(=O)O)Nc2cc(Cl)cc(Cl)c21
-99.1 | COC(=O)C[C@@H]1C[C@H]2c3cc(NS(=O)(=O)c4cccc(OC)c4)ccc3O[C@H]2[C@H](CO)O1
0.5 | C[C@H]1CN([C@@H](C)CO)C(=O)Cc2cc(NC(=O)Nc3ccc(C(F)(F)F)cc3)ccc2O[C@H]1CN(C)S(=O)(=O)c1ccc(Cl)cc1
2.3 | COCC(=O)N(C)C[C@@H]1Oc2cc(C#Cc3cccnc3)ccc2S(=O)(=O)N([C@@H](C)CO)C[C@@H]1C
-5.5 | CC(C)Cc1ccc(C(C)C(=O)Nc2cccc(-c3cnco3)c2)cc1 (configuration not stated)
-6.0 | O=C(N/N=C/c1ccc(N2CCCC2)cc1)c1ccccc1O
-6.8 | Cc1noc(C)c1S(=O)(=O)N(C)C[C@H]1Oc2ccc(NC(=O)CCCN(C)C)cc2C(=O)N([C@@H](C)CO)C[C@H]1C
14.0 | CNC[C@H]1OCCCC[C@@H](C)Oc2ccc(NS(=O)(=O)c3c(C)noc3C)cc2C(=O)N([C@H](C)CO)C[C@@H]1C

Part of the list above, as a markdown table.
| SMILES | NSD2 inh |
| --- | --- |
| COC(=O)C[C@@H]1C[C@H]2c3cc(NS(=O)(=O)c4cccc(OC)c4)ccc3O[C@H]2[C@H](CO)O1 | -99.1 |
| C[C@H]1CN([C@@H](C)CO)C(=O)Cc2cc(NC(=O)Nc3ccc(C(F)(F)F)cc3)ccc2O[C@H]1CN(C)S(=O)(=O)c1ccc(Cl)cc1 | 0.5 |
| COCC(=O)N(C)C[C@@H]1Oc2cc(C#Cc3cccnc3)ccc2S(=O)(=O)N([C@@H](C)CO)C[C@@H]1C | 2.3 |
| CC(C)Cc1ccc(C(C)C(=O)Nc2cccc(-c3cnco3)c2)cc1 (configuration not stated) | -5.5 |
| O=C(N/N=C/c1ccc(N2CCCC2)cc1)c1ccccc1O | -6.0 |
| Cc1noc(C)c1S(=O)(=O)N(C)C[C@H]1Oc2ccc(NC(=O)CCCN(C)C)cc2C(=O)N([C@@H](C)CO)C[C@H]1C | -6.8 |

Further results.
NSD2 inh | SMILES
2.9 | C[C@@H]1CCCCO[C@H](CN(C)S(=O)(=O)c2cn(C)cn2)[C@H](C)CN([C@@H](C)CO)C(=O)c2cc(NC(=O)c3ccccc3)ccc2O1
-3.5 | C[C@@H]1CN([C@H](C)CO)C(=O)Cc2cc(NS(=O)(=O)c3cn(C)cn3)ccc2O[C@@H]1CN(C)C
-0.2 | C=C(C)C1Cc2c(ccc(C(=O)O)c2O)O1 (configuration not stated)
0.7 | Cc1ccc(S(=O)(=O)Nc2cccc3c2O[C@@H](CN(C)CC2CC2)[C@H](C)CN([C@@H](C)CO)C3=O)cc1
-5.7 | Cc1noc(C)c1S(=O)(=O)Nc1ccc2c(c1)CC(=O)N([C@@H](C)CO)C[C@@H](C)[C@H](CN(C)CC1CCCCC1)O2
? | CNC[C@@H]1OCCCC[C@@H](C)Oc2ccc(NC(=O)Nc3ccccc3)cc2C(=O)N([C@@H](C)CO)C[C@H]1C
0.1 | C[C@H](CO)N1C[C@H](C)[C@H](CN(C)Cc2ccncc2)OCCCC[C@H](C)Oc2ccc(NC(=O)c3ccncc3)cc2C1=O
76.5 | C[C@@H]1CN([C@H](C)CO)C(=O)c2cc(-c3cncnc3)cnc2O[C@H]1CN(C)C(=O)CN1CCOCC1
3.6 | CCO[C@@H]1OC(C(=O)N2CCCC2)=C[C@H](c2ccc(C(F)(F)F)cc2)[C@H]1CCCO
1.4 | COc1ccc(S(=O)(=O)N(C)C[C@@H]2Oc3c(NS(C)(=O)=O)cccc3C(=O)N([C@@H](C)CO)C[C@H]2C)cc1
4.8 | CCO[C@H]1OC(C(=O)NC2CC2)=C[C@@H](c2ccc(C(F)(F)F)cc2)[C@@H]1CCCO
3.1 | c1ccc2c(c1)CCCc1cc(NCCN3CCOCC3)nnc1-2

The list goes on.
NSD2 inh | SMILES
-14.9 | C[C@@H]1CN([C@@H](C)CO)C(=O)c2cc(NC(=O)Nc3ccc(C(F)(F)F)cc3)ccc2O[C@H]1CN(C)C(=O)Nc1ccc(C(F)(F)F)cc1
19.8 | C[C@H]1CN([C@@H](C)CO)C(=O)c2cc(NC(=O)CCCN(C)C)ccc2O[C@H]1CN(C)Cc1ccc(Cl)c(Cl)c1
-1.0 | C[C@H]1CN([C@@H](C)CO)C(=O)c2cc(-c3cccnc3)cnc2O[C@H]1CN(C)C(=O)Nc1ccc2c(c1)OCO2
4.9 | CN(C)CC(O)Cn1c2ccc(Br)cc2c2cc(Br)ccc21 (configuration not stated)
9.5 | COc1ccc(CN(C)C[C@H]2OCCCC[C@@H](C)Oc3ccc(NC(=O)CCC(F)(F)F)cc3C(=O)N([C@@H](C)CO)C[C@H]2C)cc1
5.7 | C[C@H](CO)N1C[C@H](C)[C@@H](CN(C)C)Oc2cc(-c3cccc(F)c3)ccc2S1(=O)=O
5.0 | C[C@@H]1CCCCO[C@@H](CN(C)C(=O)Nc2cccc3ccccc23)[C@H](C)CN([C@@H](C)CO)C(=O)c2cc(NC(=O)C3CCCCC3)ccc2O1
3.8 | Cc1cc(C(=O)Nc2cccc3c2O[C@@H](CN(C)C(=O)Nc2ccc(C(F)(F)F)cc2)[C@H](C)CN([C@H](C)CO)C3=O)n(C)n1
-3.4 | C[C@@H]1CN([C@H](C)CO)C(=O)c2cccc(NS(=O)(=O)c3cn(C)cn3)c2O[C@@H]1CN(C)Cc1ccc2c(c1)OCO2
-0.6 | C[C@H]1CN([C@@H](C)CO)S(=O)(=O)c2ccc(-c3cccc(C#N)c3)cc2O[C@@H]1CN(C)C(=O)c1ccc(F)cc1
2.9 | COCC(=O)N[C@@H]1CC[C@@H](CC(=O)NCc2ccccc2OC)O[C@@H]1CO
1.4 | COc1ccc(CN(C)C[C@@H]2Oc3ccc(NC(=O)NC(C)C)cc3C(=O)N([C@@H](C)CO)C[C@@H]2C)cc1

(cont.)
NSD2 inh | SMILES
0.6 | C[C@H]1CN([C@@H](C)CO)C(=O)c2cc(NS(=O)(=O)c3ccc(Cl)cc3)ccc2O[C@H]1CN(C)C(=O)Nc1cccc2ccccc12
14.8 | Cc1noc(C)c1S(=O)(=O)Nc1ccc2c(c1)CC(=O)N([C@H](C)CO)C[C@H](C)[C@@H](CN(C)CC1CCCCC1)O2
1.8 | COc1ccc(S(=O)(=O)N(C)C[C@H]2OCCCC[C@H](C)Oc3ccc(NC(=O)c4ccccc4)cc3C(=O)N([C@@H](C)CO)C[C@H]2C)cc1
0.2 | Cc1ccc2cc(OC(=O)c3ccc(Oc4cc(Cl)cc(Cl)c4)o3)ccc2n1
2.0 | C[C@@H]1CN([C@H](C)CO)C(=O)c2cc(C#CCC3CCCC3)cnc2O[C@H]1CN(C)CC1CCOCC1
7.9 | CCCN(C)C[C@@H]1Oc2cc(C#Cc3ccc(OC)cc3)ccc2S(=O)(=O)N([C@@H](C)CO)C[C@@H]1C
1.3 | CCCN(C)C[C@H]1OCCCC[C@@H](C)Oc2ccc(NS(=O)(=O)c3ccccc3)cc2C(=O)N([C@@H](C)CO)C[C@H]1C
4.5 | CC(=C\C(=O)O)/C=C(\C)CC(C)CCCCC(O)C(CO)C(=O)O (configuration not stated)
-6.7 | C[C@@H]1CN([C@@H](C)CO)S(=O)(=O)c2ccc(C#CC(C)(C)O)cc2O[C@H]1CN(C)Cc1ccc(F)cc1
-1.7 | COc1ccc(CN(C)C[C@H]2Oc3ccc(NC(=O)Nc4ccccc4)cc3CC(=O)N([C@H](C)CO)C[C@@H]2C)cc1
-1.3 | C[C@@H]1CN([C@H](C)CO)C(=O)c2cc(NC(=O)c3ccncc3)ccc2O[C@H]1CN(C)Cc1ccncc1
-2.8 | CC(C)NC(=O)Nc1ccc2c(c1)C(=O)N([C@H](C)CO)C[C@H](C)[C@H](CN(C)S(=O)(=O)c1ccccc1)OCCCC[C@H](C)O2

(cont.)
NSD2 inh | SMILES
3.1 | C[C@@H]1CN([C@@H](C)CO)C(=O)c2cc(NC(=O)c3ccncc3)ccc2O[C@@H](C)CCCCO[C@H]1CN(C)C(=O)c1ccncc1
-2.2 | COCCNC(=O)C[C@H]1C[C@H]2c3cc(NC(=O)COC)ccc3O[C@H]2[C@H](CO)O1
2.6 | C[C@H](CO)N1C[C@H](C)[C@@H](CN(C)S(=O)(=O)c2cccs2)Oc2ccc(NS(=O)(=O)c3cccs3)cc2CC1=O
10.3 | C[C@@H]1CN([C@H](C)CO)C(=O)Cc2cc(NC(=O)C3CC3)ccc2O[C@H]1CN(C)Cc1ccccc1
2.0 | NC(=O)[C@@H]1[C@H]2C(=O)O[C@H](c3ccccc3)[C@H](c3ccccc3)N2[C@H](c2ccccc2OCCO)[C@@]12C(=O)Nc1ccc(C#CCCO)cc12
-3.1 | C[C@@H]1CN([C@H](C)CO)S(=O)(=O)c2ccc(C#CC(C)(C)O)cc2O[C@H]1CN(C)CC1CC1
-0.3 | COc1cccc(NC(=O)N(C)C[C@H]2Oc3ncc(C#Cc4cccnc4)cc3C(=O)N([C@H](C)CO)C[C@H]2C)c1
-1.4 | C[C@H](CO)N1C[C@H](C)[C@H](CN(C)C)OCCCC[C@H](C)Oc2ccc(N(C)C)cc2C1=O
-2.2 | C[C@@H]1CN([C@@H](C)CO)C(=O)Cc2cc(NC(=O)CCN3CCOCC3)ccc2O[C@H]1CN(C)S(C)(=O)=O
-2.2 | C[C@@H](NC(=O)C[C@H]1C[C@@H]2c3cc(NC(=O)c4ccc5c(c4)OCO5)ccc3O[C@@H]2[C@@H](CO)O1)c1ccccc1
2.4 | COCC(=O)N(C)C[C@@H]1Oc2ncc(-c3cccc(OC)c3)cc2C(=O)N([C@H](C)CO)C[C@@H]1C
